NCF1 inh – blocks human p47phox regulatory protein of NADPH oxidases. P14598. p47phox/p22phox peptide binding, fluorescence polarization, 2 h. inhibition, % at 24.7 µM. 220,000 compounds, 0.53% hits. AID 1274;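 active = inhibition above about 30%, limit read from the data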;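 also: 0% = p47phox with labelled peptide and 100% = labelled peptide alone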
PPC-1+TRAIL kill – PPC-1 cancer cell killing with TRAIL present; AID 1443; PPC-1 cells + TRAIL, ATPLite viability luminescence; 220,000 compounds, 0.41% hits; cell killing (% activity), % at 4 µM;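 active = cell killing above 50% in the first pass at 4 µM, then a duplicate retest at 5 µM averaging 50% or more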;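 also: plate controls were cells with TRAIL plus DMSO for no effect and medium-only wells lacking cells for full effect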
p97 inhibitor – inhibitors of human p97 ATPase; P55072; recombinant p97 ATPase, Kinase-Glo ATP luminescence, 3 h; inhibition, % at 8 µM; 220,000 compounds, 0.42% hits; in the data active = inhibition above about 15%;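 also: 0% = DMSO vehicle and 100% = wells lacking enzyme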
Target sequence (P55072 whole entry, looked up): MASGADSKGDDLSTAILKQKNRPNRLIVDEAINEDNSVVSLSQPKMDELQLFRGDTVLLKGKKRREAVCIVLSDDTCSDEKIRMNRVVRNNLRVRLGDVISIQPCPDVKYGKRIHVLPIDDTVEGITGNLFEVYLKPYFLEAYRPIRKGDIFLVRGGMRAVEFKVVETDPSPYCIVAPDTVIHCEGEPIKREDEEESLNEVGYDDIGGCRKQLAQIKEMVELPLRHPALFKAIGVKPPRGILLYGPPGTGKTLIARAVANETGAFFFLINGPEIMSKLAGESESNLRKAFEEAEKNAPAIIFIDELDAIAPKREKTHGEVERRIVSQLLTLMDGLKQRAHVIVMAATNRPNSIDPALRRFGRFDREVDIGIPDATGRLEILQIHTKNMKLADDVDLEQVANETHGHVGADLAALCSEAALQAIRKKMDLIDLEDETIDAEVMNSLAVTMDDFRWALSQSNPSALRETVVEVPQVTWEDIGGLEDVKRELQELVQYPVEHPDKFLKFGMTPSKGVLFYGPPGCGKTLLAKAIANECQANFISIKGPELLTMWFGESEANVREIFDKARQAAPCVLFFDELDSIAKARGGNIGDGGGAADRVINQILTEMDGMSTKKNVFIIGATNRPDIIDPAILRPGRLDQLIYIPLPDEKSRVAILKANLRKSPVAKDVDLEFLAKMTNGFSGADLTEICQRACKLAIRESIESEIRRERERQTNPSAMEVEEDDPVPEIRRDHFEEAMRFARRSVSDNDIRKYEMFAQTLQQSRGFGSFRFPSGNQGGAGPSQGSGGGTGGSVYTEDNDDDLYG
PGE2 EP2 inh – EP2 receptor (human) inhibition | P43116 | C6 glioma cells expressing human EP2, cAMP TR-FRET; cells stimulated with saturating PGE2 | inhibition, % at 25 µM | 260,000 compounds, 0.52% hits;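 active = percent inhibition above 40 after rounding to a whole number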;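 also: rat C6 glioma host cells with rolipram phosphodiesterase inhibitor present; the protocol text gives 20 µM as final concentration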
Furin inhibitor – inhibitors of human furin; purified furin, fluorogenic substrate cleavage; inhibition, % at 30 µM; 220,000 compounds, 0.061% hits; AID 463115; in the data active = inhibition above about 25%; also: inactives centre near -15
TbHK1 inh – T. brucei hexokinase 1 inhibition | 220,000 compounds, 0.11% hits | AID 1430 | recombinant TbHK1, G6PDH-coupled NADH A340 | inhibition, % at 10 µM;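 active = inhibition of 50% or more in the single-dose primary screen; inactive = inhibition below 50%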
RBBP9 inh – inhibitors of human serine hydrolase RBBP9; O75884; 220,000 compounds, 0.2% hits; inhibition, % at 7.94 µM; AID 1515; recombinant RBBP9, FP-Rh probe fluorescence polarization;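 active = inhibition above the campaign mean of all tested compounds plus 3 SD, cut at about 14% in these data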;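 also: plate controls were DMSO wells with RBBP9 for no effect and wells lacking RBBP9 protein for full effect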
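System: RBBP9 protein / Quantity: 2.5 µM RBBP9 dispensing solution, before mixing / Also added: Serine-hydrolase probe FP-Rh, 375 nM pre-mixing / Dosing: 7.94 µM single dose, 0.794% DMSO / Timing: enzyme-compound preincubation 30 min, then probe labeling 45 min, 25 °C / Signal: FP readout at 525/598 nm / Controls: DMSO-treated enzyme wells and wells lacking RBBP9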
Ba/F3 V617F tox – lowers viability of Ba/F3 cells expressing EpoR and JAK2V617F; AID 1446; 220,000 compounds, 1.1% hits; ATP luminescence; inhibition, % at 5.6 µM;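 active = inhibition above the campaign mean plus 3 SD over all tested compounds, cut at about 24% in these data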;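 also: cytokine-independent growth of Ba/F3 cells driven by EpoR plus mutant JAK2; 0% = DMSO-treated cells and 100% = JAK inhibitor I control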
BaF3 parental – parental Ba/F3 viability inhibition as JAK2V617F counter-screen; CellTiter-Glo ATP luminescence; inhibition, % at 5.6 µM; 220,000 compounds, 1.1% hits;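 active = inhibition above a per-campaign cutoff, the mean inhibition of all tested compounds plus 3 SD, cut at about 27% in these data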;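 also: 0% = DMSO wells and 100% = JAK Inhibitor I control wells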
The depositor's hits bear a star; . = no result given; [ ] = remark or other dose.

SMILES	NCF1 inh	PPC-1+TRAIL kill	p97 inhibitor	PGE2 EP2 inh	Furin inhibitor	TbHK1 inh	RBBP9 inh	Ba/F3 V617F tox	BaF3 parental
c1ccc2c(-c3nnc4n3CCCCC4)cc(-c3ccncc3)nc2c1	-7	10	-4	2	-9	-11	-6	6	8
CCOc1ccccc1C(=O)NC(C(=O)OCC(=O)Nc1nnc(-c2ccccc2)o1)C(C)C (stereo unspecified)	-5	36	11	12	-19	21	6	-2	-1
Cc1cccc(NC(=O)C2CCN(S(=O)(=O)c3cccc4cccnc34)CC2)n1	-6	14	6	14	-19	-3	2	-1	2
CN(C)S(=O)(=O)c1ccc(N2CCCC2)c(C(=O)N2CCN(c3ccc([N+](=O)[O-])cc3)CC2)c1	2	-18	10	4	-7	-16	3	-3	-2
C=CCNC(=O)c1cc2nc(C3CC3)cc(C(F)F)n2n1	-32	11	-3	5	-4[20 µM]	-4	-6	2	7
COc1ccc(-c2nc(C#N)c(N3CCOCC3)o2)cc1OC	-6	16	1	5	-39	-18	0	-4	1
CCOc1ccc(C(=O)NCCCn2ccnc2)cc1	-9	11	2	6	-16[20 µM]	3	-5	-4	2
Fc1ccc2nc3[nH]c4ccccc4c3nc2c1	-4	8	2	16	-9	3	-7	1	6
O=[N+]([O-])c1ccc(N2CCCC2)cc1NCc1ccccc1	-9	5	2	18	-16[20 µM]	7	-8	-1	2
Cc1ccc(CNc2oc(C)nc2C#N)cc1	-2	-3	8	0	-13[20 µM]	-1	-8	-5	-1
O=C(NC(=S)Nc1cc(S(=O)(=O)N2CCOCC2)ccc1N1CCOCC1)C1CCCC1	-4	0	3	8	-12	-3	-1	0	5
Cc1cccc(NC(=O)CCNC(=O)c2ccco2)c1	-11	18	0	5	-27	-6	-2	2	4
COc1cc(-c2ccc(NC(=O)CN3CCC(C)CC3)c(OC)c2)ccc1NC(=O)CN1CCC(C)CC1	-6	8	3	.	-21[20 µM]	-4	-5	-1	1
COc1ccc(OC(=O)c2c(C)nn(-c3ccccc3)c2C)cc1	-9	7	-13	14	-9	6	-5	0	-6
COc1cccc(-c2cc(C(=O)Nc3ccc(OC)c(OC)c3)no2)c1	1	8	-3	1	-18	1	-8	1	0
CCCC(=O)OCCNc1cc(SCc2ccco2)c2nonc2c1[N+](=O)[O-]	-11	4	2	10	-10	-5	-6	-1	1
Nc1nc(SCC(=O)Nc2cc(C(F)(F)F)ccc2N2CCOCC2)n[nH]1	-3	-3	3	3	-24	-3	-8	-2	0
CC(=O)c1cc(C(=O)N2CCc3c([nH]c4ccccc34)C2CC(C)C)[nH]n1 (stereo unspecified)	-2	5	1	2	-24	0	-1	-3	1
NNC(=O)c1csc(COc2cc(Cl)cc(Cl)c2)n1	12	-6	-8	7	-8	-1	-14	3	2
Cc1ccc(OCCCCN2CCCC(C)C2)c([N+](=O)[O-])c1 (stereo unspecified)	0	8	-2	5	-33	0	3	4	10
NS(=O)(=O)c1ccc(S(=O)(=O)NCCc2ccccc2)cc1	-11	-3	5	5	-27	5	-4	-3	3
O=C(CSc1ncccc1C(=O)O)NC12CC3CC(CC(C3)C1)C2	1	8	6	11	-22	5	-1	0	6
Cc1cc(Cl)ccc1NC(=S)NCCCO	15	7	6	5	-27	0	9	-5	6
Cn1c(=O)[nH]c(=O)c2c1nc(N1CCC(Cc3ccccc3)CC1)n2Cc1ccccc1	-2	20	3	7	-13	3	9	-3	2
c1ccc(-c2n[nH]nc2-c2ccccc2)cc1	-6	-10	-1	4	-22[20 µM]	7	-6	0	10
Cc1ccc(CSc2nc3c(c(N(C)C)n2)CCCC3)cc1	2	-3	-9	9	-18[20 µM]	3	-8	-2	4

Four compounds out of the list above, sorted by the value under p97 inhibitor, low to high.
SMILES | p97 inhibitor
Cc1ccc(CSc2nc3c(c(N(C)C)n2)CCCC3)cc1 | -9
c1ccc(-c2n[nH]nc2-c2ccccc2)cc1 | -1
NS(=O)(=O)c1ccc(S(=O)(=O)NCCc2ccccc2)cc1 | 5
Cc1cc(Cl)ccc1NC(=S)NCCCO | 6

Complete entries, quoted from the list. Values in the order: NCF1 inh	PPC-1+TRAIL kill	p97 inhibitor	PGE2 EP2 inh	Furin inhibitor	TbHK1 inh	RBBP9 inh	Ba/F3 V617F tox	BaF3 parental
Record of Cn1c(=O)[nH]c(=O)c2c1nc(N1CCC(Cc3ccccc3)CC1)n2Cc1ccccc1 : -2	20	3	7	-13	3	9	-3	2
Record of NS(=O)(=O)c1ccc(S(=O)(=O)NCCc2ccccc2)cc1 : -11	-3	5	5	-27	5	-4	-3	3

Among those listed so far, three have fluorine.
SMILES	NCF1 inh	PPC-1+TRAIL kill	p97 inhibitor	PGE2 EP2 inh	Furin inhibitor	TbHK1 inh	RBBP9 inh	Ba/F3 V617F tox	BaF3 parental
C=CCNC(=O)c1cc2nc(C3CC3)cc(C(F)F)n2n1	-32	11	-3	5	-4[20 µM]	-4	-6	2	7
Fc1ccc2nc3[nH]c4ccccc4c3nc2c1	-4	8	2	16	-9	3	-7	1	6
Nc1nc(SCC(=O)Nc2cc(C(F)(F)F)ccc2N2CCOCC2)n[nH]1	-3	-3	3	3	-24	-3	-8	-2	0

A portion of the library, so the mix of outcomes need not match the whole.
